Screening data deposited in PubChem BioAssay by Fisher Drug Discovery Resource Center.
NPYLR7 agonist – mosquito NPYLR7 agonism; HEK293T NPYLR7/Galpha15, GCaMP6s calcium fluorescence; 270,000 compounds, 0.15% hits; activation, % at 10 µM; in the data active = activation above about 40%;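 note: 0% = vehicle and 100% = reference agonist at the receptor; some compounds past the cut are filed as inactive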
hcGAS lum – human cGAS inhibition; inhibition, % at 12.5 µM; recombinant h-cGAS, ATP depletion, Kinase-Glo luminescence; AID 1259398; Q8N884; 290,000 compounds, 0.081% hits;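 note: 0% = vehicle reaction and 100% = reaction without DNA for no activity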
Target sequence (Q8N884 whole entry, looked up): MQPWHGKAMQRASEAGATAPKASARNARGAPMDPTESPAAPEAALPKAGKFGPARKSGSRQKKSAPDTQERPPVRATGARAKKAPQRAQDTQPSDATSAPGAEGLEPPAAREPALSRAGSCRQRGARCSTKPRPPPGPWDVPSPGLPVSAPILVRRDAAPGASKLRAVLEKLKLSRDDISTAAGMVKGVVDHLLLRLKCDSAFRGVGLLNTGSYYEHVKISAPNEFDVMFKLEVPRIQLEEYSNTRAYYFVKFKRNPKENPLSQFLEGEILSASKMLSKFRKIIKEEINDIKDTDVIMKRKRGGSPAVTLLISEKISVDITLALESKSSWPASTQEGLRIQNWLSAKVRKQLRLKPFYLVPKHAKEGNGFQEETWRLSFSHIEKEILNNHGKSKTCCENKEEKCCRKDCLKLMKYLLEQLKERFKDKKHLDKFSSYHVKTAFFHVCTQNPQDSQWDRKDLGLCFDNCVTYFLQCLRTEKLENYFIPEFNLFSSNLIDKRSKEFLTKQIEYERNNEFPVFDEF
mcGAS inh – blocks mouse cGAS activity; recombinant cGAS, Kinase-Glo ATP depletion luminescence; inhibition, % at 12.5 µM; 160,000 compounds, 0.15% hits;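 note: 0% = negative control wells and 100% = reference inhibitor with no enzyme activity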
* hit, by the source's call; nt = no result given; & = joins results of further samples. Cut-off read from the data, not from the text of the source, unless noted: active = inhibition above about 40%; inactive = the rest.

#1 COCCCN(C(=O)c1ccc(Cl)cc1Cl)C(C)c1nc2ccccc2c(=O)n1-c1ccc(C)c(C)c1 (stereo unspecified)
#2 CCN(CC)c1ccc(CN(Cc2ccc(F)cc2)C(=O)Nc2ccccc2OC)c(OS(=O)(=O)c2ccc(OC)cc2)c1
#3 CN(CCOc1ccc(Cl)cc1)Cc1nc(N)c2c3c(sc2n1)CCCC3
#4 CCC(C(=O)NCc1cc(F)cc2c(C)c(C)[nH]c12)n1cccn1 (stereo unspecified)
#5 O=C(/C=C/c1ccccc1)N1CCC2(CC1)SCCN2C(=O)c1ccc(C(F)(F)F)cc1
#6 COCCN(Cc1ccccc1C)C(=O)C1CCCC1
Assay by compound,1,2,3,4,5,6
NPYLR7 agonist,21,4,6,13,-5,1
hcGAS lum,-7,-7,-8,-4,-6,-4
mcGAS inh,-4,-5,-7,nt,-5,-12

Single records (already shown). Order of values: NPYLR7 agonist	hcGAS lum	mcGAS inh
O=C(/C=C/c1ccccc1)N1CCC2(CC1)SCCN2C(=O)c1ccc(C(F)(F)F)cc1 across the screens: -5	-6	-5
COCCN(Cc1ccccc1C)C(=O)C1CCCC1 across the screens: 1	-4	-12
CN(CCOc1ccc(Cl)cc1)Cc1nc(N)c2c3c(sc2n1)CCCC3 across the screens: 6	-8	-7

(further entries)
#7 CC(C)(C)OC(=O)N1CCC(Oc2ccc(NC(=O)c3cccc(Br)c3)cc2)C1 (stereo unspecified)
#8 Oc1cc(O)c(/C=N\Nc2nc(N3CCOCC3)nc(N3CCOCC3)n2)cc1Br
#9 CC1CCN(C(=O)N2CCN(S(=O)(=O)N(C)C)CC2)CC1
#10 COc1cccc(SCc2ccc(C(=O)N3C4CCC3CC(Oc3ccc(F)cc3F)C4)cc2)c1 (stereo unspecified)
#11 COC(=O)[C@@H]1Cc2ncn(C(C)C)c2CN1C(=O)c1ccco1
#12 COc1cc(C)c(-n2cnc3ccccc32)cc1C
Assay by compound,7,8,9,10,11,12
NPYLR7 agonist,-9,0,7,4,-4,1
hcGAS lum,-3,-2,-4,-14,-7,-7
mcGAS inh,-7,-6,nt,-8,-7,nt

#13 Cc1nc(C(=O)N(C)CCc2nc3c(C)cccc3[nH]2)cs1
#14 O=c1c(S(=O)(=O)c2ccccc2)c[nH]c2c(F)cc(F)cc12
#15 CC(C)c1nc(CN(C)C(=O)c2ccccc2C2CCNC2)cs1 (stereo unspecified)
#16 Cc1c(C(=O)NCCCOC(C)C)cnc2c(-c3c(F)cccc3Cl)cnn12
#17 CN(C)c1ccc(CNC(=O)c2ccc3c(c2)CCCC3)cc1
#18 COCCCn1c(C)c(C)n2c3c(=O)n(CC(N)=O)c(=O)n(C)c3nc12
Assay by compound,13,14,15,16,17,18
NPYLR7 agonist,12,9,9,5,-1,3
hcGAS lum,-5,-5,-3,-10,-9,-7
mcGAS inh,nt,-5,nt,-6,nt,nt

#19 Cc1ccc(C)c(OCCCC(C)(C)C(=O)N2CCC(c3ccc(F)cc3)CC2)c1
#20 O=C(c1ccc(F)c(F)c1)N1CCOC(c2ccccc2)C1 (stereo unspecified)
#21 O=C(Nc1ccccc1)Nc1ccc(Nc2ccc(-n3cccn3)nn2)cc1
#22 O=C(CN1CN(c2ccccc2)C2(CCN(C(=O)c3ccc(-c4ccccc4)cc3)CC2)C1=O)NC1CC1
#23 CC(C)c1cc(N2CCN(C(=O)c3ccco3)CC2)n2c(nc3ccccc32)c1C#N
#24 Cn1c(COc2ccccc2O)[n+](C)c2ccccc21
Assay by compound,19,20,21,22,23,24
NPYLR7 agonist,24,-3,-6,nt,1,12
hcGAS lum,-3,-7,-8,-14,-8,27&-8
mcGAS inh,-6,-7,-8,-10,nt,-8

#25 Cc1nsc(NCCNC(=O)c2cccc(Br)c2)n1
#26 Nc1nc(Sc2ccnc3cc(C(F)(F)F)ccc23)n[nH]1
#27 Cc1ccccc1C(=O)Nc1c2c(nn1-c1ccccc1C)CS(=O)(=O)C2
#28 CC1ON=C(c2ccc(CN3CCOCC3)cc2)N(Cc2ccc(S(C)(=O)=O)cc2)C1=O (stereo unspecified)
#29 CC(C)NC(=O)CC(c1cccc([N+](=O)[O-])c1)c1c[nH]c2ccccc12 (stereo unspecified)
#30 CC(C)N(Cc1cc(NC(=O)c2cccs2)ccc1N(C)C)C(=O)NC(C)(C)C
Assay by compound,25,26,27,28,29,30
NPYLR7 agonist,1,1,-2,16,-3,nt
hcGAS lum,-3,-1,-7,-6,-5,-9
mcGAS inh,-10,nt,nt,nt,-7,-13

#31 COc1ccc(/C=C/C(=O)c2ccc(O)cc2O)cc1
#32 CCCNC(=O)c1c(C)nn(Cc2ccccc2)c1Cl
#33 CCn1nnc2c(SCc3cc(OC)cc(OC)c3)ncnc21
#34 CCCn1c(SCCCC#N)nc2cc(Cl)ccc2c1=O
#35 O=C(CN1CCN(C(=O)c2ccc3c4c(cccc24)CC3)CC1)N1CCCC1
#36 CCCc1nn(C)c(CC)c1C(=O)N1CCCC(C(=O)OCC)C1 (stereo unspecified)
Assay by compound,31,32,33,34,35,36
NPYLR7 agonist,-17,-1,0,-4,11,-7
hcGAS lum,-1,-4,-4,-5,-2,1
mcGAS inh,nt,nt,nt,-5,nt,-1

#37 Cc1nn2cc(CCn3cnnc3)nc2s1
#38 CC(C(=O)N1Cc2cnc(C(C)(C)C)nc2C1)n1cc(Cl)cn1 (stereo unspecified)
#39 Cc1cc(NC(=O)C2CCN(C(=O)C(C)Sc3ccccc3Cl)CC2)no1 (stereo unspecified)
#40 S=c1[nH]nc(-c2cccs2)o1
#41 CCOC(=O)C1(CCOc2ccccc2)CCN(Cc2cccc(-n3cccn3)c2)CC1
#42 Cn1nnnc1SC1CCCc2ccccc2C1=O (stereo unspecified)
Assay by compound,37,38,39,40,41,42
NPYLR7 agonist,7,-5,3,-2,7,6
hcGAS lum,-4,-1,-5,2,-3,-6
mcGAS inh,nt,2,nt,nt,-3,nt

#43 COc1c(Br)cc(F)cc1NC(=O)c1cc(C)oc1C
#44 Cc1nc(C23CC4CC(CC(C4)C2)C3)co1
#45 CCC(=O)NCc1cccc(-c2cccc3ccnn23)c1
#46 c1cncc(-c2nc3c4c(ncn3n2)-c2ccccc2CC42CCCC2)c1
#47 CCCN(CC(=O)N1CC(=O)N(c2ccc(F)cc2)C1)S(=O)(=O)c1cccc(C(F)(F)F)c1
#48 C=CCn1c(-c2ccc(Cl)cc2)csc1=Nc1ccc(S(=O)(=O)O)cc1
Assay by compound,43,44,45,46,47,48
NPYLR7 agonist,0,1,24,7,30,3
hcGAS lum,-18,-4,0,-4,-9,-4
mcGAS inh,nt,-4,-15,-7,-5,-4

#49 Cc1nc2sccn2c(=O)c1NC(=O)c1ccccc1I
#50 O=C(Nc1ccc2c(c1)OCO2)c1ccc(S(=O)(=O)N2CCCCC2)cc1
#51 CCC(C)NCC(=O)N(Cc1ccccc1)Cc1sccc1C (stereo unspecified)
#52 COC(=O)c1ccc(N2C(=O)C(C)Oc3cc(Cl)ccc32)cc1 (stereo unspecified)
#53 Cc1ccc(S(=O)(=O)Oc2ccc(-c3nc4cc(C)ccc4o3)cc2Cl)cc1
#54 Cc1nn(C)c(C)c1CC(=O)NCC1CCCCC1
Assay by compound,49,50,51,52,53,54
NPYLR7 agonist,14,-1,3,8,-1,-2
hcGAS lum,-7,-13,-6,-1,-2,-16
mcGAS inh,-7,nt,nt,nt,-4,-7

#55 Cc1cc(SCc2ccccc2C)nc(=O)[nH]1
#56 CN(Cc1nc(-c2ccncc2)no1)C(=O)[C@H]1CCCO1
#57 COCc1cc(N2CCOCC2)nc(SCc2cccc(C(=O)NCc3ccncc3)c2)n1
#58 COCCCNC(=O)c1cc(NC(=O)Nc2ccc(C)cc2C)ccc1N1CCc2ccccc2C1
#59 CC(=O)N1CCN(C(=O)c2cnc(-c3ccccc3Cl)s2)CC1
#60 O=C(NCc1ccccn1)C(C1CCCC1)N1CCN(C(=O)CCc2ccccc2)CC1 (stereo unspecified)
Assay by compound,55,56,57,58,59,60
NPYLR7 agonist,4,0,-5,-2,2,-7
hcGAS lum,-5,-8,-6,-5,-7,-4
mcGAS inh,-8,nt,-4,-5,nt,-5

#61 O=C(CC12CC3CC(CC(C3)C1)C2)NCCN1CCNC1=O
#62 CCCc1ccc(C2(C)NC(=O)N(CC(=O)N(C)C)C2=O)cc1 (stereo unspecified)
#63 CCOCCC(=O)N1CCN(Cc2ccc(-c3noc(-c4ccccc4)n3)cc2)CC1
#64 Cc1ccc(CN2CCN(Cc3cnc(C)[nH]3)CC2=O)cc1
#65 O=C(N=C1N=C2C=CC(Br)=CN2Cc2ccccc21)c1cc2ccccc2oc1=O
#66 O=C(O)CC1CNCCN(C(=O)Cc2c(Cl)cccc2Cl)C1 (stereo unspecified)
Assay by compound,61,62,63,64,65,66
NPYLR7 agonist,12,16,1,nt,2,-3
hcGAS lum,0,8,-3,-6,-5,-5
mcGAS inh,-5,nt,-5,-11,nt,nt

#67 COc1ccc(C(=O)N2CCCC(CNC(=O)C3(c4ccc(Cl)cc4)CC3)C2)cc1F (stereo unspecified)
#68 CSc1ccc(C(c2c(O)cc(C)n(Cc3ccccc3)c2=O)N2CCN(C)CC2)cc1 (stereo unspecified)
#69 COc1cccc(CN(Cc2nc(C(=O)NCc3ccc(F)cc3)co2)CC2CC2)c1
#70 O=C1CC(c2nc3ccccc3[nH]2)CN1c1ccc(Cl)cc1 (stereo unspecified)
#71 CC(C)(C)C(NCN1C(=O)C2CCC1C2)c1cccs1 (stereo unspecified)
#72 O=C1CC(N2CCN(c3ccccn3)CC2)C(=O)N1c1ccc(F)cc1 (stereo unspecified)
Assay by compound,67,68,69,70,71,72
NPYLR7 agonist,2&-10,7,15,3,1,-1
hcGAS lum,5&-10,-4,-2,-8,5,-1
mcGAS inh,-12,nt,-4,-7,nt,-2

#73 CN1CCCNC(=O)C12CCN(Cc1ccc(S(C)(=O)=O)cc1)CC2
#74 Cc1onc(-c2ccccc2)c1C(=O)Nc1cc(-c2onc3c2CCCC3)cc(C(F)(F)F)c1
#75 O=C(NCc1ccccc1O)c1ccc2c(c1)C(=O)c1ccccc1-2
#76 NCC[C@H](O)C(=O)N[C@@H]1C[C@H](N)[C@@H](O[C@H]2O[C@H](CN)[C@@H](O)[C@H](O)[C@H]2O)[C@H](O)[C@H]1O[C@H]1O[C@H](CO)[C@@H](O)[C@H](N)[C@H]1O
#77 Cc1c(C)c2c(c(C)c1O)CCC(C)(C(=O)N1CCC(O)(CO)CC1)O2 (stereo unspecified)
#78 O=C(Cc1cc(-c2cc3ccccc3o2)on1)NCc1ccc(F)cc1
Assay by compound,73,74,75,76,77,78
NPYLR7 agonist,3,26,2,-7,1,4
hcGAS lum,-4,-4,-6,-3,-3,-5
mcGAS inh,nt,-4,-17,nt,nt,-9

#79 COc1cn(C)c(C(=O)Nc2cccc(SC)c2)cc1=O
#80 CC(=O)N(CCN(C)C)Cc1ccc(OS(=O)(=O)C(C)C)cc1
#81 N#CC1(C(=O)N2CCC(n3cnc4ccccc43)CC2)CC1
#82 CCC(C)n1c(C)cn2c3c(=O)n(C(C)C(C)=O)c(=O)n(C)c3nc12 (stereo unspecified)
#83 Cc1c(F)cccc1N1C(=O)CSC1c1ccccc1NC(=O)Cc1cccs1 (stereo unspecified)
#84 Cc1cccc(Cn2nccc2NC(=O)CSc2cc(F)ccc2F)c1
#85 CCn1cc(C(=O)N2CCN(C(=O)c3cc4ccccc4o3)CC2)c2nn(-c3ccccc3)c(=O)c-2c1
#86 Cc1nc(C(=O)N2CC(C(N)=O)CCC2C(F)(F)F)nn1-c1ccccc1C(C)C (stereo unspecified)
Assay by compound,79,80,81,82,83,84,85,86
NPYLR7 agonist,7,-2,-2,-2,0,-2,4,8
hcGAS lum,-12,-3,-6,-8,-5,-8,-6,-8
mcGAS inh,nt,-3,-5,nt,-6,nt,-8,nt

5 of the compounds above, bar-delimited.
nr | mol | NPYLR7 agonist | hcGAS lum | mcGAS inh
80 | CC(=O)N(CCN(C)C)Cc1ccc(OS(=O)(=O)C(C)C)cc1 | -2 | -3 | -3
81 | N#CC1(C(=O)N2CCC(n3cnc4ccccc43)CC2)CC1 | -2 | -6 | -5
82 | CCC(C)n1c(C)cn2c3c(=O)n(C(C)C(C)=O)c(=O)n(C)c3nc12 (stereo unspecified) | -2 | -8 | nt
83 | Cc1c(F)cccc1N1C(=O)CSC1c1ccccc1NC(=O)Cc1cccs1 (stereo unspecified) | 0 | -5 | -6
84 | Cc1cccc(Cn2nccc2NC(=O)CSc2cc(F)ccc2F)c1 | -2 | -8 | nt
